Assay outcomes from PubChem BioAssay.
SKKanGAS inh: S. pyogenes SKKanGAS growth inhibitors in kanamycin, primary screen, streptokinase expression inhibitor project, SKKanGAS strain, BacTiter-Glo luminescence. 6 h. inhibition, % at 7.5 µM. 1.3% of 300,000 active. AID 1662, 2009;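 active means mean replicate score, as percent of positive control median, at least 50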;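 further: strain carries kanamycin resistance gene driven by streptokinase promoter and grows in 40 µg/ml kanamycin; loss of luminescence reflects streptokinase promoter inhibition or plain growth inhibition; 0% = median of DMSO wells and 100% = positive control at its reference dose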
KLF5 inhibitor: KLF5 expression inhibitors, primary screen, DLD-1 cells, luminescence; DLD-1 KLF5 promoter-luciferase reporter; inhibition, % at 5 µM; 0.23% of 290,000 active;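 active means inhibition above a per-plate limit of that plate's mean compound inhibition plus 3 SD, cut at about 60% in these data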;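 further: 0% = DMSO wells and 100% = LY294002 at 200 µM; higher means less KLF5 promoter-driven luciferase light; inactives centre near -14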
aSyn UTR inh: MLPCN primary screen, SNCA 5' untranslated region. alpha-synuclein 5'UTR reporter, inhibitor activity. inhibition, % (tested at 7.5 µM). 0.82% of 300,000 active. AID 1813, 2009; in the data active means inhibition above about 60%;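 further: H4 neuroglioblastoma cells stably carrying SNCA 5'UTR luciferase fusion; 0% = DMSO wells and 100% = positive control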
TRPC4 agonist: activators of mouse TRPC4 channel, primary screen, Fluo4 calcium, HEK293 TRPC4beta/mu-opioid cells; Fluo4 calcium fluorescence; active compounds read high; AID 2237, 2010; 0.49% of 310,000 active; B-score at 10 µM;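 active means B-score above 5 SD of library B-scores, and initial fluorescence ratio not above library mean plus 5 SD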;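 further: positive B-score marks a calcium rise read as TRPC4 activation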
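Assay system: HEK293 cells stably co-expressing mouse TRPC4beta and mu-opioid receptor / Timing: Fluo4 dye loading 45 min at room temperature, 110 s recording / Signal: Fluo4 calcium-sensitive dye fluorescence, kinetic, 1 Hz baseline / Read-out: integrated baseline-normalised fluorescence ratio, converted to per-well B score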
TRPC4 inh: inhibitors of mouse TRPC4 channel, primary screen, Fluo4 calcium, HEK293 TRPC4beta/mu-opioid cells. Short transient receptor potential channel 4 (Mus musculus), Q9QUQ5. DAMGO-evoked Fluo4 calcium flux; active compounds read low. B-score at 10 µM. 0.39% of 300,000 active. AID 2247, 2010;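 active means B-score over 3 SD under the library average, no early fluorescence shift, positive overall ratio signal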
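Assay system: HEK293 cells with stable TRPC4beta plus mu-opioid receptor expression. Dosing: single dose. Measured by: Fluo4 Ca2+ flux fluorescence. Also added: DAMGO in two steps, submaximal then maximal. Read-out: B score from integrated Fluo4 fluorescence ratio.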
TRPC6 activator: mouse TRPC6 channel activators, primary screen, cell-based, HEK293, membrane potential dye; AID 2550, 2010; B-score at 10 µM; Short transient receptor potential channel 6 (Mus musculus), Q61143; 0.13% of 310,000 active; HEK293-TRPC6 membrane potential dye fluorescence; active compounds read high;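 active means B-score of the integrated fluorescence ratio above library mean plus 3 SD, and starting fluorescence ratio within library mean plus 5 SD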;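 further: higher score means more depolarization so channel activation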
TRPC6 inh: mouse TRPC6 channel inhibitors, primary screen, cell-based, HEK293, membrane potential dye; AID 2553, 2010; ACh-evoked depolarization; active compounds read low; 1.1% of 310,000 active; B-score at 10 µM;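 active means B-score under library mean minus 3 SD, initial fluorescence not abnormally high, positive integrated signal ratio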;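 further: B-score derived from integrated fluorescence ratio over the kinetic read; more negative B-score means stronger inhibition of depolarization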
TRPC4 PAM: positive allosteric modulators of TRPC4, primary screen, cell-based, mouse TRPC4beta, HEK293 mu-opioid, Fluo-4 calcium. 0.42% of 310,000 active. DAMGO EC20, Fluo-4 Ca2+ flux; active compounds read high. B-score at 10 µM. AID 2227, 2009;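 active means B-score of calcium response area above 5 SD of library B-scores, with initial fluorescence ratio within 5 SD of library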;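 further: B-score of integrated fluorescence ratio over time as area under calcium response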
IEC-6 tox: cytotoxicity in IEC-6 intestinal epithelial cells, primary screen, cytotoxicity control for KLF5 inhibitor project, cell-based, luminescence; IEC-6 cytotoxicity, luminescence viability; inhibition, % at 5 µM; 0.78% of 290,000 active; AID 1825, 2009; in the data active means inhibition above about 22%;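 further: 0% = plate median of test compound wells and 100% = cytotoxic reference compound wells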
MrgX1 antagonist: antagonists of human MrgX1 receptor, primary screen, HEK293 cells, Fluo-4 calcium flux | Mas-related G-protein coupled receptor member X1 (Homo sapiens), Q96LB2 | 1.3% of 310,000 active | B-score at 10 µM | BAM8-22 antagonism; active compounds read low;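 active means calcium-response B-score plate-corrected more than 3 library SD below zero, starting fluorescence within 5 deviations, no agonist response on first addition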;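 further: peak minus trough fluorescence over baseline after final BAM8-22 challenge near maximal dose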
Target sequence (Q96LB2 whole entry, looked up): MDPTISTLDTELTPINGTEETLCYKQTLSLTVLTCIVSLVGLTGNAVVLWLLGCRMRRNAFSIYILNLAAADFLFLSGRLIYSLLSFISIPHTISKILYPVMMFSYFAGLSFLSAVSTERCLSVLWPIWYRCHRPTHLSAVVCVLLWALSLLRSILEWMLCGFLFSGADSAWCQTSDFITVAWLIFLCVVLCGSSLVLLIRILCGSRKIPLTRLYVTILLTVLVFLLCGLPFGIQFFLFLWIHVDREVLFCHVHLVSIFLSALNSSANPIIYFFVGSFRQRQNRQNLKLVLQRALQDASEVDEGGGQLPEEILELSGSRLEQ
HIF activator: HIF pathway transcriptional activators, primary screen, cell-based, U2OS HRE-luciferase, luminescence | 0.32% of 300,000 active | U2OS HRE-luciferase reporter; normalized: DMSO 0%, desferrioxamine 100% | activation, % at 7.5 µM (by protocol);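 active means mean activation of at least 10% of the iron chelator positive control signal, with at least half of replicates also reaching 10%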
* marks the source's active call; other numbers are inactive results; i = inactive; · = not tested or not shown.

| Structure | SKKanGAS inh | KLF5 inhibitor | aSyn UTR inh | TRPC4 agonist | TRPC4 inh | TRPC6 activator | TRPC6 inh | TRPC4 PAM | IEC-6 tox | MrgX1 antagonist | HIF activator |
| --- | --- | --- | --- | --- | --- | --- | --- | --- | --- | --- | --- |
| CCOC(=O)C1CCCN(S(=O)(=O)c2ccc(Cl)nc2)C1 (stereo unspecified) | -10 | · | -7 | i | i | i | i | i | · | i | 1.0 |
| COc1ccc2nc(NC(=O)C3CCCN(S(=O)(=O)c4cccs4)C3)sc2c1 (stereo unspecified) | 25 | -6 | 18 | i | i | i | i | i | 3 | i | -0.1 |
| COc1ccc(CN2C(=O)C(Cc3ccccc3)Nc3ncnc(N4CCN(c5ccccc5)CC4)c32)cc1 (stereo unspecified) | 7 | · | 37 | i | i | i | i | i | · | i | -0.4 |
| Cc1ccc2c(c1)c1c(n2CC(O)CN2CCC(C)CC2)CCCC1 (stereo unspecified) | -33 | 4 | -3 | i | i | i | -5.8* | i | -2 | i | -0.5 |
| CCNc1nc(NC(C)CC)nc(ON=C(C)C)n1 (stereo unspecified) | 3 | -19 | -1 | i | i | i | i | i | 1 | i | -1.1 |
| CCOC(=O)C1=C(C)N(C)C(=S)NC1c1ccc(Cl)cc1Cl (stereo unspecified) | 3 | -9 | 20 | i | i | i | i | i | 0 | i | 0.3 |
| O=C(O)C1CCC(CNCc2ccncc2)CC1 (stereo unspecified) | -2 | 17 | 13 | i | i | i | i | i | -5 | i | 1.0 |
| CCOc1ccc2ccccc2c1C(=O)N1CCN(c2ccccc2)CC1 | -3 | 35 | 7 | i | i | i | i | i | 25* | i | 0.2 |
| CN(C(=O)COC(=O)c1ccc[nH]c1=O)C1CCCCC1 | 2 | -10 | 1 | i | i | i | i | i | 1 | i | 0.2 |
| CC(=O)c1cccc(N2Cc3ccccc3C2=NC(=O)CCl)c1 | -1 | -12 | -41 | i | i | i | i | i | 3 | i | -1.1 |
| CCCCCCN(C(=O)CCCCCN1C(=O)NC(c2ccc(-c3ccccc3)cc2)C(C(=O)OCc2ccccc2)=C1C)C(C(=O)NCCCC)c1ccccn1 (stereo unspecified) | 26 | · | 24 | i | · | i | i | i | · | · | 0.0 |
| CCN(Cc1ccccc1)C(=O)CCS(=O)(=O)c1cc2c(cc1Cl)NC(=O)CO2 | -4 | -13 | 16 | i | i | i | i | i | 2 | i | -0.5 |
| COc1ccc(CCNC(=O)C2CC(c3c(Cl)cccc3Cl)=NO2)cc1 (stereo unspecified) | -2 | -1 | 13 | i | i | i | i | i | -4 | i | 1.0 |
| CC(=O)Nc1cccc(Oc2cc(C#N)c(C#N)cc2N2CCOCC2)c1 | -3 | -8 | 18 | i | i | i | i | i | 5 | i | -1.5 |
| CCC(c1nc2ccccc2c(=O)n1-c1cccnc1)N1C(=O)c2ccccc2C1=O (stereo unspecified) | 1 | -9 | -8 | i | i | i | i | i | -6 | i | 1.0 |
| COc1ccccc1OCCCn1c(=O)oc2ccc(C)cc21 | -3 | -16 | 2 | i | i | i | i | i | -1 | i | 0.3 |
| C=C(C)CNC(=O)CCc1nnc(C2(c3ccc(Cl)cc3)CCC2)o1 | 7 | -36 | -98 | i | i | i | i | i | -4 | i | 2.0 |
| Cc1cccc(C)c1NC(=O)c1cc(S(=O)(=O)N2CCc3ccccc32)cn1C | 1 | -9 | 16 | i | i | i | i | i | -1 | i | 0.2 |
| O=C(Nc1cccc(C(F)(F)F)c1)c1cc(-c2cccs2)on1 | 5 | 7 | -23 | i | i | i | i | i | -2 | i | 0.1 |
| Cc1csc(NC(=O)CSCC(=O)O)c1-c1nc2ccccc2s1 | 34 | -1 | 17 | i | i | i | i | i | -5 | i | -0.2 |
| O=C(NC1CCN(S(=O)(=O)c2ccccc2)CC1)C1CCCCC1 | 0 | 10 | 16 | i | i | i | i | i | -2 | i | 0.0 |
| CCc1ccccc1NC1=CC(=O)CC(C)(C)C1 | 0 | 11 | 2 | i | i | i | i | i | 5 | i | -0.6 |
| O=C(O)CCC(=O)Nc1ccc(Br)c(Cl)c1 | 3 | -9 | -10 | i | i | i | i | i | 3 | i | -0.2 |
| Cc1occc1-c1n[nH]c(=S)n1CC(C)C | -4 | 16 | 1 | i | i | i | i | i | -4 | i | -0.5 |
| CN1C(=S)SC2CS(=O)(=O)CC21 (stereo unspecified) | -3 | -30 | 16 | i | i | i | i | i | -5 | i | -1.3 |
| CCCCN(C(=O)CN1C(=O)C2CC=CCC2C1=O)c1c(N)n(CCC)c(=O)[nH]c1=O (stereo unspecified) | 2 | -7 | 13 | i | i | i | i | i | 3 | i | -0.2 |
| O=C(O)C1CCN(C(=O)CCc2ccccc2)CC1 | -3 | -33 | -1 | i | i | i | i | i | -4 | i | -0.3 |
| CCOc1ccccc1Nc1nnc(SCc2ccc(C(=O)OC)o2)s1 | -4 | -6 | 3 | i | i | i | i | i | -1 | i | 2.2 |
| Cc1ccc(CN2CCN(CCCc3ccccc3)CC2CCO)cc1 (stereo unspecified) | -10 | -40 | 15 | i | i | i | i | i | -5 | i | 0.2 |
| CSc1n[nH]c2nc3c(c(=O)n12)C1(CCCCC1)Cc1ccccc1-3 | 60* | 1 | -8 | i | i | i | i | i | 2 | i | -0.3 |
| COc1cc(C)c2c(c1C=O)Oc1c(c(C)c(O)c3c1C(O)OC3=O)OC2=O (stereo unspecified) | 11 | -13 | 8 | i | i | i | i | i | -2 | i | 0.0 |
| C/C(=N\NC(=O)c1cc(-c2cccnc2)nc2ccccc12)c1ccccc1O | 31 | -12 | 86* | i | i | i | i | i | 10 | i | 18* |
| NS(=O)(=O)c1cc(C(=O)N2CCNC(=O)C2)ccc1Cl | 1 | -19 | 9 | i | i | i | i | i | -5 | i | -0.9 |
| CC(C)S(=O)(=O)N1CCN(c2ccnc3cc(Cl)ccc23)CC1 | 45 | -11 | 17 | i | i | i | i | i | -5 | i | -0.1 |
| O=C(CCCc1nc2ccccc2s1)NCc1ccc(F)cc1 | -2 | -35 | 15 | i | i | i | i | i | -3 | i | 0.2 |
| CN(C)c1ccc(C2CNC(c3ccc(Cl)c([N+](=O)[O-])c3)c3[nH]c4ccccc4c32)cc1 (stereo unspecified) | 15 | -21 | -1 | i | i | i | i | i | 8 | i | 0.2 |
| CC(=O)c1ccc(NS(=O)(=O)c2ccccc2)cc1 | -4 | -23 | 9 | i | i | i | i | i | 3 | i | -0.4 |
| CCCCc1nnc(NC(=O)CSc2nc(=O)cc(N)n2-c2ccccc2)s1 | -5 | -14 | 4 | i | i | i | i | i | 8 | i | 0.8 |
| CCCCC(CC)CNC(=O)c1ncn[nH]1 (stereo unspecified) | -2 | 4 | 14 | i | i | i | i | i | 0 | i | -0.2 |
| N#C/C(=C\c1ccc(Cl)c([N+](=O)[O-])c1)c1ccccn1 | -2 | -14 | -41 | i | i | i | i | i | -2 | i | -3.1 |
| O=C(NCCSCc1ccco1)Nc1cc(Cl)cc(Cl)c1 | 7 | -10 | -29 | i | i | i | i | i | -2 | -5.4* | 1.2 |
| Cc1c(CCC(=O)N2CCC(C(=O)NCCCCCC(=O)O)CC2)c(=O)oc2cc3oc4c(c3cc12)CCCC4 | 15 | -19 | 20 | i | i | i | i | i | 2 | i | -1.3 |
| CCOC(=O)C1CCN(C(=O)CSc2cc(=O)n(C)c3ccccc23)CC1 | 4 | -26 | 0 | i | i | i | i | i | 7 | i | -0.2 |
| Fc1ccc(CNC(=S)Nc2ccc(OC(F)F)cc2)cc1 | -5 | -35 | -3 | i | i | i | i | i | 1 | i | -0.1 |
| O=C(CN(Cc1ccc(F)cc1)C(=O)C1CSC(=O)C1)NC1CCCCC1 (stereo unspecified) | -2 | 0 | 23 | i | i | i | i | i | -2 | i | · |
| Fc1ccc(Cn2nnnc2CN2CCN(C3CCCC3)CC2)cc1 | 1 | -4 | -24 | i | i | i | i | i | 9 | i | -0.1 |
| CCOc1ncccc1C(=O)Nc1nc(C(C)(C)C)cs1 | 26 | -23 | 10 | i | i | i | i | i | 2 | i | 0.3 |
| CCN(CC)C(=O)CSc1nc2ncccc2[nH]1 | 5 | 11 | 15 | i | i | i | i | i | 4 | i | 0.2 |
| CC1CCN(c2nc3nonc3nc2Nc2ccc(F)cc2)CC1 | 2 | -35 | 5 | i | i | i | i | i | 5 | i | 0.0 |
| COc1ccc(CCNC(=O)COC(=O)C2CC2)cc1 | 0 | -6 | -8 | i | i | i | i | i | 2 | i | -0.1 |
| C/C=C\C=C\C(=O)Nc1cccc(C2=NOC3(C2)C[C@H](C(N)=O)N(C(=O)c2ccccc2C(=O)c2ccccc2)C3)c1 (stereo partly specified) | 18 | · | -7 | i | i | i | i | i | · | i | 0.0 |
| COc1cc(N2C(=O)CC3(CCCC3)CC2=O)cc(OC)c1OC | -3 | -21 | -3 | i | i | i | i | i | -7 | i | -0.8 |
| Cc1cc(C)nc(NS(=O)(=O)c2ccc(NC(=S)NC(=O)C(C)(C)C)cc2)n1 | -2 | -51 | · | i | i | i | i | i | 2 | i | · |
| CCN1CCN(CC(=O)N2CCCC(C(=O)c3ccc(Oc4ccccc4)cc3)C2)CC1 (stereo unspecified) | -4 | -27 | -8 | i | i | i | i | i | 0 | i | -0.1 |
| O=C(O)Cn1cc(C(=O)C2CC2)c2ccccc21 | -8 | -14 | 27 | i | i | i | i | i | 11 | i | 0.0 |
| Cc1c(C(=O)OCC(=O)Nc2ccc3c(c2)OCO3)cccc1[N+](=O)[O-] | -6 | -23 | -7 | i | i | i | i | i | -6 | i | 0.2 |
| N#CCCC12CCCCC1=Nc1ccccc12 (stereo unspecified) | -1 | 9 | 3 | i | i | i | i | i | 2 | i | -0.4 |
